# Screens deposited in PubChem by National Center for Advancing Translational Sciences (NCATS).
# USP1-UAF1 inh = USP1/UAF1 (human) deubiquitinase inhibition; O94782; recombinant USP1/UAF1, Ub-Rhodamine cleavage fluorescence; Potency, µM (highest dose often 57.1 µM), inactives show at the highest dose activity change, negative = inhibition, most hits filed as inhibitors; 0.23% of 390,000 active; AID 743255; also: potency is read from the fitted curve at half-maximal effect; % is scaled to controls: 0 for no effect and ±100 for the full control effect; nearly all actives have a fitted effect of over 60% in size; inactives centre near -12
#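 Step one: compound is pinned into 1nM USP1/UAF1 in HEPES pH 7.8 buffer with TCEP. Step two: 15 min room-temperature incubation. Step three: Ub-Rho (150nM final) starts cleavage, tracked by fluorescence over six one-minute reads.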
# TRHR enhancer = allosteric enhancers of human TRH receptor. AID 493056. 0.66% of 360,000 active. enhancement, % at 2 µM. TRHR cells, fluo-8 calcium fluorescence, EC20 TRH enhancement. P34981; in the data active = enhancement above about 30%; also: 0% is about no effect
# Target sequence (P34981 whole entry, looked up): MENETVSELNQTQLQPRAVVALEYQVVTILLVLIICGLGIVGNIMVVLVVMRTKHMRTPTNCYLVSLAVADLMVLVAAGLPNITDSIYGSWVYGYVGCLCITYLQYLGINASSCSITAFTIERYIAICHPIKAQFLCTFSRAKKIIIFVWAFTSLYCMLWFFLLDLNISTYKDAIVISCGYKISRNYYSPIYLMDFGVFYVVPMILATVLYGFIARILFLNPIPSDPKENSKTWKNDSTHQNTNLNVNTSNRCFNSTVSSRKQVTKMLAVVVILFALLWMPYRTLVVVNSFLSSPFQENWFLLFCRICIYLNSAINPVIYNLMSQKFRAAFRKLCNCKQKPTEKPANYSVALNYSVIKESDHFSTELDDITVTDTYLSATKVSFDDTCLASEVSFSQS
#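 TRHR-expressing cells loaded with fluo-8 calcium dye were read kinetically (ex 480/em 530) during compound addition, then stimulated with an EC20 of TRH (10 nM final). Enhancement of the Gq-mediated intracellular calcium response was scored.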
# TRHR ag = TRH receptor (human) agonism | AID 493084 | P34981 | activation, % at 2 µM | 0.18% of 360,000 active | TRHR cells, calcium flux fluo-8, FDSS agonist mode; in the data active = activation above about 30%; also: 0% is about no effect
#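 TRHR-expressing cells, plated overnight in medium with 10% serum, were loaded with fluo-8 calcium dye at room temperature. After a 10 s baseline, library compound was pin-added and calcium release was recorded kinetically (ex 480/em 530) as agonist response.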
# D2 antag = antagonizes the human D2 dopamine receptor. 2% of 340,000 active. inhibition, % at 10 µM. HEK293 TREx D2 cells, calcium flux, dopamine EC80; in the data active = inhibition above about 30%; also: 0% is about no effect
#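 Antagonism is scored as inhibition of an EC80 dopamine-evoked calcium signal in a force-coupled, tetracycline-inducible HEK293 T-REx D2 line, with compound present 180 s before agonist.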
# Pin1 inhibitor = human Pin1 inhibition; Q13526; Pin1 FP peptide displacement, HiFluor488, 10 min; Potency, µM (doses to about 115 µM), inactives show at the top dose activity, negative = inhibition, most hits filed as inhibitors; 0.009% of 390,000 active; active = well fitted inhibition curve with a large enough effect in the polarisation, with a control signal flat, not every such curve was filed as active; inconclusive = small, poorly fitted or top-dose-only effect, or effect the other way, or a change in a side signal; inactive = no such curve, though single readings can be large or run the other way; the % refers to the polarisation; also: potency is read from the fitted curve at half-maximal effect; % is scaled to controls: 0 for no effect and ±100 for the full control effect
# Target sequence (Q13526 whole entry, looked up): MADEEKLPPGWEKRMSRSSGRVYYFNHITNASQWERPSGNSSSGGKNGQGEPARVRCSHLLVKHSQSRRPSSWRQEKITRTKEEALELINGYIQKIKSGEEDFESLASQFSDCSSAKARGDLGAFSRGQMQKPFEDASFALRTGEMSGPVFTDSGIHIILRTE
# D2 agonist = D2 dopamine receptor (human) agonism; P14416; HEK293 T-REx D2 cells, calcium flux agonist mode; activation, % at 2 µM; 0.53% of 340,000 active; AID 485358;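 active = activation over 3 SD above normal in the single-dose calcium agonist read, cut at about 30% in these data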; also: 0% is about no effect
#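 Tetracycline-induced HEK293 T-REx cells with force-coupled D2 receptor, plated overnight at 30 C, loaded with no-wash calcium dye. After a 10 s baseline, compound was pin-added and calcium flux read kinetically for 180 s; calcium rises flagged agonists.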
# TrxR1 substrate = substrates of rat thioredoxin reductase 1. O89049. purified TrxR1 substrate turnover, NADPH consumption readout. Potency, µM (doses to about 114 µM), without a hit: at the top dose activity change, negative = substrate turnover. 0.01% of 390,000 active. AID 588456; also: potency is read from the fitted curve at half-maximal effect; % is scaled to controls: 0 for no effect and ±100 for the full control effect; nearly all actives have a fitted effect of over 50% in size
#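 Rat TrxR1, dispensed at 90 nM, was prereduced with 400 uM NADPH (final) for 5 min at ~22 deg C, then incubated with compound 15 min before 400 uM selenite. A first-read NADPH fluorescence drop versus no-compound background flagged substrates.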
# TrxR1 inh = blocks rat thioredoxin reductase 1. 1% of 390,000 active. Potency, µM (top dose mostly 114 µM), without a hit: at the highest dose activity change, negative = inhibition, hits mostly inhibitors. O89049. AID 588453. recombinant rTrxR1, NADPH fluorescence consumption, selenite substrate; also: potency is read from the fitted curve at half-maximal effect; % is scaled to controls: 0 for no effect and ±100 for the full control effect; nearly all actives have a fitted effect of over 65% in size
#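 Rat TrxR1 (90 nM in the dispensed reagent) was pre-reduced with 400 uM NADPH for 5 min at room temperature, then incubated with compound for 15 min. After 400 uM selenite was added, NADPH fluorescence (Ex 340/Em 450 nm) was followed for 8 min.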
# mIDH1 inhibitor = inhibitors of human mutant IDH1 R132H; O75874; IDH1-R132H enzyme, NADPH consumption, diaphorase/resazurin fluorescence; Potency, µM (titrated, usually from 76.6 µM), for inactives: at the top dose activity change, negative = inhibition, hits mostly inhibitors; 0.093% of 390,000 active; also: potency is read from the fitted curve at half-maximal effect; % is scaled to controls: 0 for no effect and ±100 for the full control effect; nearly all actives have a fitted effect of over 65% in size
# Target sequence (O75874 whole entry R132H, stated change not applied): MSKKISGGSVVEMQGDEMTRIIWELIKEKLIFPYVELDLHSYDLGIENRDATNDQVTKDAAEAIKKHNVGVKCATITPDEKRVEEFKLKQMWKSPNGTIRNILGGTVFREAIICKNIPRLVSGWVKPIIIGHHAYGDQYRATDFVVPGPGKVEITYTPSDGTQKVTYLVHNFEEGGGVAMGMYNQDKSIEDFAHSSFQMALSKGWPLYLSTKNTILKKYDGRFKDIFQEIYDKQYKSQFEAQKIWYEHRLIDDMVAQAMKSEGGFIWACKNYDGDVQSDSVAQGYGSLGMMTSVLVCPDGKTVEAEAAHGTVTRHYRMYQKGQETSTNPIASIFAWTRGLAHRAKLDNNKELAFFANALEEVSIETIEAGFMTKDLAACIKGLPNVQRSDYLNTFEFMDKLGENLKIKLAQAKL
#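 IDH1-R132H (0.5 ug/mL) preincubated 30 min with compound, then NADPH (0.016 mM) and alpha-KG (2 mM) added; 80 min at RT, pH 7.5. Remaining NADPH coupled via diaphorase/resazurin to fluorescence (540/590 nm); concentration-response curves normalized to no-enzyme control.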
# Active calls of the source: *; ? = inconclusive; nt = not tested or not shown; [ ] = dose if it differs, or a comment. Unless noted, calls follow the shape of the dose curve; as a rule, active = well fitted inhibition curve with a large enough effect; inconclusive = small, poorly fitted or top-dose-only effect; inactive = no such curve, though single readings can be large or run the other way. The list is partial; rates above refer to the full screens.
mol,TRHR enhancer,D2 agonist,TRHR ag,Pin1 inhibitor,mIDH1 inhibitor,D2 antag,TrxR1 substrate,USP1-UAF1 inh,TrxR1 inh
COc1ccc(/C=C2/SC(=S)N(CC(=O)O)C2=O)cc1OCc1ccc(Cl)cc1,-5,nt,-0.4,nt,-1%,nt,-12%,?,-4%
O=C(Cn1c(=S)[nH]c2ccccc2c1=O)N1CCN(c2ccc(F)cc2)CC1,2,0.5,-1.9,-4%,1%,-13,9%[57.1 µM],-12%,22%[57.1 µM]
Cc1nc([N+](=O)[O-])cn1CC(O)c1ccc(F)cc1 (stereo not drawn),8,0.5,0.2,-2%,0%,4,1%,2%,22%
CCOC(=O)CNC(=O)N1CCCC(C(=O)c2ccc3c(c2)OCO3)C1 (stereo not drawn),3,0.0,0.4,-10%,-4%,3,-2%,-22%,10%
CCCCCC(=O)NC(=S)Nc1ccc(N2CCCCC2)c(Cl)c1,-1,0.5,-0.3,-13%,9%,-1,-5%,-13%,-7%
CSc1ccc(NC(=O)NCc2cccnc2)cc1,4,-1.6,-0.4,-6%,5%,-4,14%[57.1 µM],9%,14%[57.1 µM]
CCOC(=O)c1cnn(-c2nc(SC)nc3sc4c(c23)CCCC4)c1N,18,-1.2,-0.1,1%,0%,6,-14%,-4%,-18%
COc1ccc(CCN2CC(C(=O)NCc3cc(C)on3)CCC2=O)cc1 (stereo not drawn),8,0.6,0.2,-2%,5%,-4,-2%,-27%,8%
CCCCNC(=O)CCC(=O)Nc1ccc2nc(N3CCC(C)CC3)cc(C)c2c1,7,-1.2,-1.3,2%,-3%,-9,45%[activator],-24%,23%
CC(Sc1nnc(-c2cccnc2)o1)C(=O)NC1CCCC1 (stereo not drawn),-4,0.8,1.4,?,6%,1,-3%,-10%,0%
CC12CCCC(CC(=O)O)(C1)NC(=O)C2 (stereo not drawn),nt,nt,nt,-3%,-7%,nt,-4%,-7%,-5%
CC/C(C)=N/Nc1nc2c(c(=O)[nH]c(=O)n2C)n1Cc1ccccc1,10,0.3,-0.1,nt,-8%,-2,13%[57.1 µM],-13%,7%[57.1 µM]
COc1ccc(C(=O)NNC(=O)CSc2nnc(COc3ccccc3)n2C)cc1,-5,0.1,0.0,3%,-1%,-14,-5%,-11%,-7%
Cc1cccc(OCC(=O)Nc2ccc3c(c2)nc(CCN2CCN(c4ccccn4)CC2)n3C)c1,-6,-0.5,-0.6,-8%,3%,31*,0%,-21%,25%
CC[C@@]1(C(=O)OC)N[C@H](CN(C)C(=O)c2ccc(F)cc2)[C@@H]2C(=O)N(Cc3ccccc3)C(=O)[C@@H]21,nt,nt,nt,0%,15%,nt,6%,-27%,23%
CCCN(Cc1cc2cc(C)ccc2[nH]c1=O)C(=O)c1ccccn1,1,-3.4,-1.9,-3%,0%,-17,10%,?,5%
COc1ccc(NC(=O)c2cc3c(=O)n(C)c4ccccc4c3s2)cc1OC,4,-0.1,-0.5,-2%,-7%,1,2%[57.1 µM],-16%,5%[57.1 µM]
O=C(CSc1nc2ccccc2nc1Cc1ccccc1)N1CCN(c2ccccc2)CC1,2,0.0,0.6,-3%,-9%,nt,-1%[57.1 µM],3%,12%[57.1 µM]
COc1ccc(NCc2ccc3c(c2)OCO3)cc1Cl,-1,-0.6,-0.2,-2%,13%,-24,7%,?,-16%
CC(C)Oc1ccccc1/C=N/NC(=O)C1CC1,nt,nt,nt,2%,6%,nt,0%[57.1 µM],-4%,13%[57.1 µM]
Cc1ccccc1C(=O)NC(=S)NCCN1CCOCC1,-2,1.0,0.0,-6%,6%,15,-2%,-11%,-6%
O=C(CSc1ncc(C(F)(F)F)cc1Cl)NCC1CCCO1 (stereo not drawn),-3,-0.3,-0.2,1%,2%,-2,-8%,-9%,-4%
CCC1(CC)NC(=O)N(CC(=O)Nc2ccc(OCc3ccccc3)cc2)C1=O,nt,nt,nt,-5%,14%,nt,-6%,-19%,8%[57.1 µM]
COc1ccc(C(=O)NCCC2=CCCCC2)cc1[N+](=O)[O-],3,-0.9,-1.1,-2%,9%,5,8%[57.1 µM],-14%,18%[57.1 µM]
N#Cc1cnc2c(-c3ccccc3)c(-c3ccccc3)nn2c1N,-34,nt,-0.4,-1%,2%,nt,9%,-7%,12%[57.1 µM]
CN(CCc1ccccc1)C(=O)c1cc(COc2cccc(C(F)(F)F)c2)on1,-11,0.1,5.5,2%,2%,14,0%,-19%,22%
CC(=O)/C=C(\C)Nc1c(C)n(C)n(-c2ccccc2)c1=O,-5,0.0,0.5,2%,-10%,12,-2%[57.1 µM],10%,14%[57.1 µM]
COc1ccc([N+](=O)[O-])cc1NC(=O)c1cc(C)c(C)o1,6,0.7,0.5,-1%,-3%,14,-3%,5%,10%
CCn1c(=O)c2sccc2n2c(CCCC(=O)N3CCN(c4ccccc4OC)CC3)nnc12,-2,-0.2,0.0,-11%,-14%,nt,4%,-8%,15%
CCOc1ccccc1C(=O)Nc1ccc(S(=O)(=O)Nc2onc(C)c2C)cc1,-7,-1.3,0.5,0%,-6%,nt,3%,-8%,2%
CCOc1cc2sc(N3CCC(C(=O)Nc4ccccc4Cl)CC3)nc2cc1Br,2,0.2,0.0,-3%,-10%,nt,3%,-20%,13%
O=C(NCCc1ccccn1)c1cc(-c2ccc(Cl)cc2)nc2ccccc12,-2,-1.4,-0.3,4%,8%,-18,4%,-10%,-9%
Cc1cc(Nc2cccc(Cl)c2C)n2nc(Cc3ccccc3)nc2n1,8,-0.8,-2.3,-6%,0%,nt,-5%,-25%,8%
Cc1nnc(Nc2ccc(Cl)c(C(F)(F)F)c2)[nH]c1=O,0,nt,0.5,15%,0%,nt,11%[57.1 µM],-1%,20%[57.1 µM]
CNC(=O)Nc1cc(NC(=O)NC)cc(C(F)(F)F)c1,-7,1.0,0.1,1%,3%,4,-1%[57.1 µM],-7%,-8%[57.1 µM]
O=S(=O)(Cc1ccccc1)N1CCN(Cc2c(F)cccc2Cl)CC1,-3,1.0,1.6,3%,12%,7,1%,-11%,4%
COc1cc(/C=C/C(=O)OCC(=O)NC(C)c2ccccc2)cc(OC)c1OC (stereo not drawn),nt,nt,nt,0%,0%,nt,19%[57.1 µM],-2%,-2%[57.1 µM]
COc1ccc(N2CCN(C(=O)c3cc(-c4cccs4)nc4ccccc34)CC2)cc1,-7,0.8,0.4,12%,7%,0,-5%[57.1 µM],-20%,19%[57.1 µM]
CC(C)(Oc1ccc(Cl)cc1)C(=O)N1CCN(c2ccccn2)CC1,0,-0.8,0.1,-9%,9%,43*,-4%,-21%,-4%
COc1ccc(C(C)=O)cc1COC(=O)c1cccnc1Cl,4,-0.5,-0.3,1%,10%,-38,-4%[57.1 µM],-1%,?
CCCCn1c(N)c(N(CCOC)C(=O)CCS(=O)(=O)c2ccc(Cl)cc2)c(=O)[nH]c1=O,-24,-1.0,0.4,-8%,6%,-10,6%,-5%,19%
COc1cccc(C(=O)Nc2nc3nc(C)c(C)c(=O)n3[nH]2)c1,1,nt,-3.5,?,17%,nt,1%,-23%,12%
O=S(=O)(c1ccc2c(c1)OCCO2)N1CCC(n2cnc3cc(F)ccc32)CC1,3,-0.2,0.0,?,10%,-5,-6%,2%,8%
CC1Cc2ccccc2N1CC(=O)NC(=O)NC1CCCC1 (stereo not drawn),4,-0.9,0.1,1%,2%,0,4%[57.1 µM],?,4%[57.1 µM]
COc1ccccc1OCCOCCN1CCCC1,6,0.0,-0.2,-1%,0%,-3,2%,-16%,8%
Cc1ccc(CN2CCC(n3nccc3NC(=O)C3CCOC3)CC2)cc1 (stereo not drawn),8,-0.3,-0.1,-4%,1%,0,-4%,-11%,-4%
COc1cc(C(=O)N2CCN(C(=O)C(Cc3cc(C)ccc3C)NC(C)=O)CC2)cc(OC)c1OC (stereo not drawn),-5,-0.5,0.0,-2%,4%,-23,7%,-19%,11%
Cc1cccc(NS(=O)(=O)c2ccc(C)c(C(=O)N3CCN(C(=O)c4ccco4)CC3)c2)c1,nt,nt,nt,-2%,-2%,nt,5%,-19%,2%
CC(=O)N(Cc1ccccc1)Cc1cn(CCC#N)nc1-c1cccc([N+](=O)[O-])c1,-5,-0.9,0.7,-1%,3%,-19,0%[57.1 µM],-7%,3%[57.1 µM]
C=CCNC(=O)c1cc(-c2cccnc2)nc2ccccc12,1,nt,0.0,0%,-2%,21,-3%,-16%,-6%

# Additional results follow:
mol,TRHR enhancer,D2 agonist,TRHR ag,Pin1 inhibitor,mIDH1 inhibitor,D2 antag,TrxR1 substrate,USP1-UAF1 inh,TrxR1 inh
O=c1[nH]c(SCc2ccccc2Cl)nc2c1cnn2-c1ccccc1,-3,0.2,0.1,-2%,12%,11,5%,-23%,26%
Cc1ccc(CCNC(=O)CCCn2c(=O)c3ccccc3n(CC(=O)Nc3cc(Cl)ccc3C)c2=O)cc1,8,-0.5,-1.6,5%,8%,nt,3%,-29%,13%
COc1ccc(N)cc1NC(=O)CN1CCCC1,-5,0.0,-0.2,1%,-2%,-1,7%,-11%,10%[57.1 µM]
COc1cc(C2N(c3ccc(F)cc3)C(=O)C3CCCN32)cc(OC)c1OC (stereo not drawn),4,1.7,0.8,10%,-2%,15,5%[57.1 µM],0%,2%[57.1 µM]
CNC(=O)c1c(C)nn(-c2ccc(F)c(Cl)c2)c1-c1cc(C)on1,1,nt,-1.2,6%,6%,nt,14%[57.1 µM],-18%,23%[57.1 µM]
